# AmpC det inh = Promiscuous and Specific Inhibitors of AmpC Beta-Lactamase (assay with detergent). P00811. purified AmpC, nitrocefin hydrolysis with detergent. Potency, µM (titrated, usually from 28.7 µM), inactives show at the highest dose activity change, negative = inhibition. actives 0.09% (n = 71,000). AID 584, 2007; active = well fitted curve in the direction sought with a large enough effect
# Target sequence (P00811 whole entry, looked up): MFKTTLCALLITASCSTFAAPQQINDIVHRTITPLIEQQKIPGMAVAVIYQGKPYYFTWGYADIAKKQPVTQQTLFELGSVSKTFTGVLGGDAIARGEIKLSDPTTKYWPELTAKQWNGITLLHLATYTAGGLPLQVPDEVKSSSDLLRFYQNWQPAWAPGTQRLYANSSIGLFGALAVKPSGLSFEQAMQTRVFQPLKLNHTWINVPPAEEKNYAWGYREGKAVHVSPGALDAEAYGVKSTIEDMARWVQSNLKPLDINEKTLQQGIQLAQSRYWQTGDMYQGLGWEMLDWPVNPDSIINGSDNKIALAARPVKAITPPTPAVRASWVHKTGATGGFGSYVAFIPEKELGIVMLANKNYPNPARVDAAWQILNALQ
#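 E. coli AmpC (5.3 nM) in 20 mM phosphate pH 7.0 with 0.01% Triton X-100, preincubated 15 min RT with compound; nitrocefin (2 uL of 800 uM stock) hydrolysis followed by 480 nm absorbance every 20 s over 4 min.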
# Starred values were filed as active, the others as inactive; & = joins results of further samples; [ ] = remark or other dose. % is scaled to controls: 0 for no effect and ±100 for the full control effect; potency is read from the fitted curve at half-maximal effect.
SMILES,AmpC det inh
CCC(CC)C(=O)NCCc1cc2ccc(OC)cc2[nH]c1=O,-1%
O=C(O)c1ccc(S(=O)(=O)N=Nc2c(O)[nH]c3ccccc23)cc1,-5%[5.75 µM]
O=C(COC(=O)CCc1c[nH]c(=O)[nH]1)Nc1ccccc1,1%
COc1ccc(N/C=C2/CCCCC2=O)cc1,-3%
O=C(O)c1cnc2ccccc2n1,15%
COc1ccc(C(=O)N2c3ccccc3CC2C)cc1OC (configuration not stated),1%
CCOC(=O)c1ccc(N2C(=O)C3CC=CCC3C2=O)cc1 (configuration not stated),7%
COC(=O)c1ccc(C(NC(=O)OCc2ccccc2)/C(F)=C/[C@@H](C)C(=O)NCc2cc(C)on2)cc1 (some centres not stated),14%
Cn1c(CCN2CCCCCC2)nc2cc(NC(=O)Nc3ccccc3)ccc21,-6%
CC(C)COC(=O)c1ccc(NC(=O)C2C3CCC(C3)C2C(=O)O)cc1 (configuration not stated),-5%
CCOc1ccccc1C1C(C#N)=C(N)SC(N)=C1C#N,-2%
O=C(NCCO)c1scc2c1OCCO2,-2%
CC1(C)CC(=O)C2=C(C1)NCN(CCCN1CCOCC1)C2,5%
CCCN(CCC)CCCNC(=O)c1cc2c(=O)n(C)c3ccccc3c2n1C,17%
CC1CN(C(=O)c2ccc(COCC(F)(F)F)o2)CC(C)O1 (configuration not stated),-5%
Cc1c(N)cccc1N,9%
Cc1ccc2cc(CCNC(=O)C(C)C)c(=O)[nH]c2c1C,12%
COCCCN1C(=O)c2ccc(C(=O)NCc3ccco3)cc2C1=O,-3%
CC1(O)N(Cc2ccccc2)C(=O)OC12CCCCC2 (configuration not stated),7%
CCCCn1c(CN(C)Cc2ccccc2)nc2c1c(=O)n(C)c(=O)n2C,-1%

# Shown with each value named: entries from further up
CCC(CC)C(=O)NCCc1cc2ccc(OC)cc2[nH]c1=O
  AmpC det inh = -1%
O=C(O)c1ccc(S(=O)(=O)N=Nc2c(O)[nH]c3ccccc23)cc1
  AmpC det inh = -5%[5.75 µM]
O=C(COC(=O)CCc1c[nH]c(=O)[nH]1)Nc1ccccc1
  AmpC det inh = 1%
COc1ccc(N/C=C2/CCCCC2=O)cc1
  AmpC det inh = -3%

# (listing goes on)
SMILES,AmpC det inh
OCC1OC(n2nnc3ccccc32)C(O)C(O)C1O (configuration not stated),-3%
Cc1ccc(C2CC(=O)C(C=NCCN3CCN(C(=O)Cc4ccccc4)CC3)=C(O)C2)cc1 (configuration not stated),-4%
CC1(C)Cc2c(c(-c3ccco3)[nH]c(=O)c2C#N)CO1,-4%
CCOC(=O)CC(=O)CSc1ccc2nnc(-c3cccc(F)c3)n2n1,-4%
CC1(c2ccc(Cl)cc2)NC(=O)N(CC(=O)N2CCCC2)C1=O (configuration not stated),-6%
CCOC(=O)c1cccc(NC(=O)Cn2c(CC(=O)N3CCCC3)nc3ccccc32)c1,-2%
Cc1ccc(OCC(=O)N2CCN(CC3CC4C=CC3C4)CC2)cc1 (configuration not stated),14%
CCN(CC)CCNC(=O)Cn1nc(-c2ccc(C)cc2)ccc1=O,-1%
O=C1CC(Cc2ccc(Cl)cc2)C(=O)N1c1ccccn1 (configuration not stated),-4%
CC(=O)[C@]1(O)CC[C@@H]2[C@H]3C[C@@H](C)C4=CC(=O)CC[C@@]4(C)[C@H]3[C@@H](O)C[C@]21C,-3%[5.75 µM]
CC1CCCCN1C(=O)c1ccc(S(=O)(=O)N2CCCCC2C)cc1 (configuration not stated),5%
Cn1c(=O)[nH]c(=O)c2c1nc(SCCN1CCCCC1)n2CCCc1ccccc1,-5%
CCC(CC)NC(=O)c1cc(OC)c(OC)c(OC)c1,-1%
COc1cccc2c(=O)n(CC(=O)N3CCCc4ccccc43)ccc12,8%
CC(=O)NCCNc1nc(-c2ccc(C(=O)N(C)C)cc2)nc2ccccc12,12%
COc1ccc(CCN2CNc3c(c(=O)n(C)c(=O)n3C)C2)cc1,14%
COc1cc(C(=O)OCC(=O)Nc2cc(C)on2)ccc1OCc1ccccc1Cl,-2%
O=C(O)CCCCCNC(=O)CCn1cnc2ccccc2c1=O,3%
O=C1CCc2cc(S(=O)(=O)N3CCCC3C(=O)N3CCN(c4ccccc4)CC3)ccc2N1 (configuration not stated),27%
CC(=O)N1CCN(CCN(CC2C(C)C=C(C)CC2C)C(C)=O)CC1 (configuration not stated),-1%
COc1ccc(NC(=O)CSc2nnc(Cc3cccn3C)n2-c2ccc(C)cc2)cc1OC,-1%
CC1Cc2ccccc2N1C(=O)CSc1nnc(CNc2ccccc2)o1 (configuration not stated),-4%
CCOC(=O)c1cnc(SC)nc1Nc1cccc(F)c1,8%
N#Cc1ccc(CN2CC3(CCN(C(=O)c4ccncc4)CC3)C2)cc1,0%
CC1CN(C(=O)N(C)C)CCN1C(=O)N(C)C (configuration not stated),1%
O=C(c1ccco1)c1nnn(Cc2ccccc2)c1-c1ccccc1,5%
O=C(Nc1cc(=O)c2ccccc2o1)N1CCCCC1,-6%
CCn1nccc1C(=O)Nc1nccs1,-1%
CCOC(=O)CSc1nc2ccccc2c(=O)n1CCCCCC(=O)NCc1ccco1,0%
O=c1cc(CN2CCN(C/C=C/c3ccccc3)CC2)c2cc(O)ccc2o1,1%
C[C@H]1CCCC=CC2C[C@H](OC(=O)CN(C)C)C[C@@H]2[C@@H](O)/C=C\C(=O)O1 (some centres not stated),-5%[5.75 µM]
COc1ccc(Cn2c(SCC(=O)NCc3ccco3)nc3ccsc3c2=O)cc1,16%
COC(=O)[C@@]1(Cc2ccccc2)[C@H]2c3cc(C(=O)N4CCCC4)[nH]c3C[C@H]2CN1C(=O)c1ccccc1,-1%
COc1ccc(Nc2cccccc2=O)cc1,6%
O=c1oc2ccccc2c(O)c1/C=N/c1nc(-c2ccc(O)c(O)c2)cs1,-6%[5.75 µM]
CCOC(=O)CSc1nncc2ccc(OC)c(OC)c12,-1%
COc1ccccc1-n1cnc2cc(NS(=O)(=O)c3ccccc3)ccc21,8%
CCOc1ccc(CCNc2cc(C)nc3ncnn23)cc1OCC,1%
CCCSc1nnc(Cc2cc(=O)[nH]c(=O)[nH]2)n1-c1cc(C)ccc1C,16%
Cc1cccc2cc(C(c3nnnn3CC3CCCO3)N3CCOCC3)c(=O)[nH]c12 (configuration not stated),7%
CCCCn1c(SCC(=O)N2CCC(C)CC2)nc2cc(S(N)(=O)=O)ccc21,-5%
O=C1C2CC=C(Cl)CC2C(=O)N1CCc1c[nH]c2ccccc12 (configuration not stated),10%
O=C(OCCN1CCCC1)C1(c2ccccc2)CCCC1,-4%
Cc1ccc(N2CCCCn3c2nc2c3c(=O)n(CC(=O)O)c(=O)n2C)cc1,13%
CCOC(=O)c1c(C)c(C(=O)N2CCN(C(=O)c3ccco3)CC2)c(C)n1C,-3%
CC1Cn2c(nnc2-c2cccc(Cl)c2)S1 (configuration not stated),15%
CSc1nsc(SCC(=O)N2CCCc3ccccc32)n1,14%
CCOC(=O)c1c(-c2ccc(C)o2)csc1NC(=O)CN1CCN(CC)CC1,-3%
COc1ccccc1C(=O)N1CCN=C1SC,-2%
CCOc1ccc(CN2C(=O)CCC2(C)C(=O)NCc2cccnc2)cc1 (configuration not stated),12%
CCCCCCC1CC(CSc2ncn[nH]2)OC1=O (configuration not stated),8%
CC(C)c1cccc(C(C)C)c1OCCn1ccnc1,-2%
O=C(CN1C(=O)C2C3C=CC(C3)C2C1=O)NCC1COc2ccccc2O1 (configuration not stated),-2%
CC1CCCCN1C(=O)Cn1cc(C(=O)c2ccco2)c2ccccc21 (configuration not stated),-4%
CCOC(=O)c1cc2n(c1N)-c1ccccc1C2=O,-4%
Cc1nc2ncnn2c(C)c1CCC(=O)Oc1ccccc1,-2%
CCCCNC(=O)C(c1ccc(OCC(=O)OC)c(C(=O)OC)c1)N(Cc1ccccn1)C(=O)CCCCCN1C(=O)NC(c2ccc(-c3ccccc3)cc2)C(C(=O)OCc2ccccc2)=C1C (configuration not stated),14%
O=C(O)[C@@H]1[C@@H](C(=O)O)[C@]23C[C@@]2(C(=O)O)[C@]2(C(=O)O)CCC3=C3CCCC312,-3%[5.75 µM]
CC(C)[C@@H](CC(=O)N[C@@H]1CCNC[C@H]1C(=O)N[C@H](CC(=O)N[C@@H](CCC(=O)O)CC(=O)O)Cc1ccccc1)NC(=O)C[C@H](Cc1ccccc1)NC(=O)[C@@H]1CNCC[C@H]1N,2%
C=CCn1c(NCc2cc(C)ccc2O)nc2ccccc21,9%
# (next part)
SMILES,AmpC det inh
CSc1ccc(C2Nc3ccccc3-c3cc(C)nn32)cc1 (configuration not stated),2%
COc1ccc2oc(=O)c(C(=O)N3CCc4ccccc43)cc2c1,14%
O=C(NCCc1ccccc1)C1CCN(S(=O)(=O)c2cccc3nsnc23)CC1,3%
Cc1ccccc1OCC(O)Cn1c(NCCN(C)C)nc2c1c(=O)n(C)c(=O)n2C (configuration not stated),10%
CCOC(=O)Cc1c(C)nc2cc(-c3ccc(Cl)cc3)[nH]n2c1=O,-1%
O=C(c1ccc(-c2ccccc2)cc1)N1CCN(Cc2ccccn2)CC1,-2%
CCC(C)NC(=O)C1c2ccccc2C(=O)N1Cc1cc(OC)ccc1OC (configuration not stated),24%
CCC(C)(C)N=C(NC#N)Nc1cccnc1,-1%
CCC(Oc1ccccc1)C(=O)N1CC(C)CC(C)C1 (configuration not stated),-2%
CC(C)C[C@@H](CC(=O)N[C@H](CC(=O)N[C@@H]1CCNC[C@H]1C(=O)N[C@H](CC(=O)N[C@@H](CCC(=O)O)CC(=O)O)Cc1ccccc1)C(C)C)NC(=O)[C@@H]1CCCC[C@H]1N,-6%
Cc1cccc(N(CC(=O)N2CCCC2)S(=O)(=O)c2ccccc2)c1,5%
Cn1c(SCc2ccc(F)cc2)nnc1-c1ccccn1,15%
COc1cc(OC)cc(C(=O)Nc2cccc(N3CCCC3)c2)c1,-7%
Clc1cccc(-c2cc3nc4c(c(N5CCOCC5)n3n2)CCCC4)c1,-1%
N#CCCn1c(=O)c(CCc2ccccc2)nc2cnc(OCc3ccccc3)nc21,-2%
Cc1nc(N=Nc2cc(S(=O)(=O)O)ccc2S(=O)(=O)O)c(COP(=O)(O)O)c(C=O)c1O,-1%
O=C(NCc1ccco1)c1cc2n(n1)C(C(F)(F)F)CC(c1ccc(Br)cc1)N2 (configuration not stated),13%
COc1cc(C(=O)NCCC(=O)NCc2ccc3c(c2)OCO3)cc(OC)c1OC,-2%
COCCC(=O)NC12CC3CC(CC(C3)C1)C2,1%
COc1ccccc1N1CCN(C(c2cccs2)C(C)NS(=O)(=O)c2ccccc2)CC1 (configuration not stated),4%

# Four of these compounds in another layout:
> CC(=O)[C@]1(O)CC[C@@H]2[C@H]3C[C@@H](C)C4=CC(=O)CC[C@@]4(C)[C@H]3[C@@H](O)C[C@]21C
  AmpC det inh: -3%[5.75 µM]
> CC1CCCCN1C(=O)c1ccc(S(=O)(=O)N2CCCCC2C)cc1 (configuration not stated)
  AmpC det inh: 5%
> Cn1c(=O)[nH]c(=O)c2c1nc(SCCN1CCCCC1)n2CCCc1ccccc1
  AmpC det inh: -5%
> CCC(CC)NC(=O)c1cc(OC)c(OC)c(OC)c1
  AmpC det inh: -1%

# Back to the main list, starting two compounds before the break.
SMILES,AmpC det inh
COCCC(=O)NC12CC3CC(CC(C3)C1)C2,1%
COc1ccccc1N1CCN(C(c2cccs2)C(C)NS(=O)(=O)c2ccccc2)CC1 (configuration not stated),4%
Cn1c(=O)c2c(nc(SCC(=O)c3cccs3)n2Cc2ccc(F)cc2)n(C)c1=O,8%
Cc1nc2nc(Cc3ccccc3)[nH]n2c(=O)c1Cc1ccccc1,-2%
COc1ccc(S(=O)(=O)N(C)c2ccc(C(=O)N3CCOCC3)cc2)cc1OC,-9%
COc1ccc(NS(=O)(=O)c2ccc3c(c2)CCC(=O)N3)c(OC)c1,-1%
COc1cc(-c2nc(S(=O)(=O)c3ccc(C)cc3)c(N(C)C)o2)cc(OC)c1OC,-6%
c1n[nH]c(NCc2ccc3c(c2)OCO3)n1,-2%
C=CCNc1nc(N2CCCC2)nc2ccccc12,-4%
COc1ccc(N(CC(=O)O)S(=O)(=O)c2cccnc2)cc1,6%
COc1ccc(-c2noc(C3CCCN(C(=O)CCc4ccccc4)C3)n2)cc1 (configuration not stated),1%
Cc1ccnc(SCCn2c(N3CCOCC3)nc3c2c(=O)n(C)c(=O)n3C)n1,8%
CN(C)S(=O)(=O)c1ccc(S(=O)(=O)N(CC(=O)Nc2ccccc2)Cc2ccco2)cc1,13%
CCC(C)NC(=O)c1cc(CC(C)C)on1 (configuration not stated),1%
CN(C)[C@@H]1C(=O)C(C(N)=O)=C(O)[C@@]2(O)C(=O)C3=C(O)c4c(O)cccc4[C@@](C)(O)[C@H]3[C@H](O)[C@@H]12,6%
COc1ccc(NC(=O)N2CC[C@@]3(CCCN(C(=O)c4ccco4)C3)C2)cc1,-2%
CCOC(=O)N1CCC2(CC1)C(C#N)=C(N)Oc1c2sc2nc(C)cc(C)c12,-1%
COc1ccc2[nH]c(I)c(CCNC(C)=O)c2c1,0%&-2%
CCOC(=O)C1=C(NC#N)OC(C)=C(C)C1c1ccc(O)cc1 (configuration not stated),-4%
Cc1ccc(-c2nc(C)sc2CC(=O)NCc2ccco2)cc1,1%
COC(=O)c1c(N)sc(C(=O)N2CCOCC2)c1C,1%
CN(CCc1ccccn1)c1ncnc2[nH]ncc12,15%

# Screening data as filed in PubChem BioAssay.

# A portion of the library; the hit share may differ from the screen's.
